S3 lipid droplet = qHTS Assay for Lipid Storage Modulators in Drosophila S3 Cells; Drosophila S3 cells, BODIPY lipid droplet fluorescence, 18-24 h; cells fed with added oleic acid; Potency in µM for hits, for the others lipid storage change, negative = inhibition, % at the top dose, mostly 46.1 µM; actives 0.64% (n = 320,000); active = well fitted inhibition curve with a large enough effect in the signal ratio, with a control signal flat, not every such curve was filed as active; inconclusive = small, poorly fitted or top-dose-only effect, or effect the other way, or a change in a side signal; the % refers to the signal ratio
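Laser-scanning cytometry quantifies lipid droplet accumulation (500–530 nm total intensity; droplet/cell object ratio) in oleic acid-fed (400 uM added) Drosophila S3 cells treated with a concentration series. 20 uM Triacsin C defined 100% inhibition.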
S3 lipid droplet cell count max = second read-out of S3 lipid droplet, no call of its own (marks repeat the call); cell number change, %; measured here: cell count max response;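 cells counted by Cell Tracker Red CMTPX staining in the red channel; peak over a dose series mostly up to 46.1 µM; percent activity relative to internal control wells on each plate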
* marks the source's active call; other numbers are inactive results; i = inactive; u = inconclusive; x = not tested or not shown; [ ] = another dose, or the depositor's remark. % is scaled to controls: 0 for no effect and ±100 for the full control effect; potency is read from the fitted curve at half-maximal effect.

SMILES	S3 lipid droplet	S3 lipid droplet cell count max
Cc1cc(C(=O)OCC(=O)N(C)C2CCS(=O)(=O)C2)c(C)n1-c1ccccc1 (configuration not stated)	u	x
CCN(CC)CCNC(=O)c1cccc(NC(=O)C(=O)c2ccccc2NC(C)=O)c1	u	x
COc1ccc(O)c(-c2cn[nH]c2-c2cccs2)c1	i	-22.8
O=C(Nc1ccc2c(c1)OCCO2)C1CCCN(S(=O)(=O)c2cccnc2)C1 (configuration not stated)	9.7%	x
Cc1ccnc(NC(=O)CNC(=O)c2ccc3ccccc3c2)c1	u	x
CCN1C(=O)[C@H]2[C@@H](c3ccc(-c4ccc(C(C)=O)cc4)c(OC)c3)N[C@@](Cc3ccccc3)(C(=O)OC)[C@H]2C1=O	u	x
Cc1cc(C)nc(SCC(=O)N2CCOCC2)n1	u	x
CCC(C)(C)NC(=O)C(c1cccc(OC)c1OC)N(C(=O)CCC(=O)Nc1cc(C)on1)C(C)C (configuration not stated)	u	x
COc1cccc(Cn2cnc3c([N+](=O)[O-])c(C)c(C)cc32)c1	7.3%	12.6
COc1ccc(C(=O)C(Cc2cc(C(C)=O)ccc2OC)N2CCCC2)cc1 (configuration not stated)	u	x
CCNc1nnc(SCC(=O)NC2CCCCCC2)s1	u	x
COc1cccc(-c2cc(C(=O)N3CCN(C(c4ccccc4)c4ccccc4)CC3)no2)c1	8.7%	18.5
CC(C)(C)n1nc2c(c1NC(=O)Cc1ccc([N+](=O)[O-])cc1)CS(=O)(=O)C2	u	x
Cn1c(=O)cc(OCCCC(=O)NCCC2=CCCCC2)c2ccccc21	0.4%	-0.8
Cc1ccn2c(Nc3ccc4c(c3)OCO4)c(-c3ccccn3)nc2c1	3.8%	-0.2
COCC(C)NC(=O)c1cc(-c2ccccc2OC)on1 (configuration not stated)	u	x
O=C(O)C1CC=CCC1C(=O)NCc1ccc2c(c1)OCO2 (configuration not stated)	0.0%	16.1
O=C(CN1CCCCCCC1)N/N=C/c1ccccc1F	3.7%	16.7
CCOC(=O)CSC1=C(C#N)C(c2ccc(Cl)cc2)CC(=O)N1 (configuration not stated)	u	x
COc1ccc(Cl)cc1S(=O)(=O)N1CCCC(C(=O)N2CCOCC2)C1 (configuration not stated)	-17.8%	-10.5
CCOC(=O)c1ccc(NC(=O)Nc2ccon2)cc1	-2.8%	-6.0
Cc1ccc(-c2cc(C(=O)Nc3nn[nH]n3)c3ccccc3n2)c(C)c1	u	x
COc1ccc(OC)c(S(=O)(=O)NCc2cccnc2)c1	u	x
COc1ccc(CC(=O)OCC(=O)Nc2ccc(Cl)cn2)cc1	u	x
CCN(CC)S(=O)(=O)c1ccc2c(c1)nc(SCn1nnc3ccccc3c1=O)n2CC	-4.2%	-11.5
COc1ccc(S(N)(=O)=O)cc1C(=O)OCC(=O)N1CC(=O)Nc2ccccc21	u	x
CC/C(=N\NC(=O)c1ccc(Br)cc1)c1ccccc1	-4.0%	2.3
O=C(NCc1ccc(F)cc1)c1cc(-c2ccncc2)nc2ccccc12	u	x
O=C(NCCN1CCOCC1)/C(=C/c1ccccc1)NC(=O)c1ccccc1	u	x
O=c1[nH]c2cc(Cl)cc(Cl)c2[nH]c1=O	u	x
O=C(O)CCn1c(SCc2ccccc2)nc2ccccc21	u	x
CN(CCc1ccccc1)C1CCCN(S(=O)(=O)N(C)C)C1 (configuration not stated)	i	4.7
CCCCc1nnc(NC(=O)Cc2ccc(OC)c(S(=O)(=O)N3CCOCC3)c2)s1	u	x
CN1CCc2c(c3c(n2C)CCN(C)[C@H]3c2ccccc2F)[C@@H]1c1ccccc1F	-12.7%	9.4
CC(C)C1C(c2ccccc2)N(C)C(c2ccccc2)CC1(O)c1ccccc1 (configuration not stated)	u	x
COc1cccc(-c2nc(CS(=O)CC(=O)NCc3ccc(F)cc3)c(C)o2)c1 (configuration not stated)	i	-6.7
CCOc1cccc(-c2c(C(=O)N/N=C/c3ccc(C)o3)nnn2-c2nonc2N)c1	u	x
CC(C)CCNC(=O)CN(CC1CCCO1)C(=O)CCC(=O)Nc1nccs1 (configuration not stated)	22.3%	9.9
C=C1CCC[C@]2(C)C[C@H]3OC(=O)C(CN(C)CC(OC)OC)[C@H]3CC12 (some centres not stated)	6.9%	5.7
O=C(NCCc1ccccc1)c1ccc(CS(=O)(=O)c2ccc(Cl)cc2)o1	-3.7%	-9.4
COc1cccc(NC(=O)Nc2ccc(CC(=O)O)cc2)c1	u	x
CCn1cc(C(=O)O)c(=O)c2cc(F)c(N3CCN(C(=S)NC(=O)c4ccc(F)c(F)c4)CC3)cc21	-7.2%[9.22 µM]	8.5
COc1ccc(CN([C@H](C)CO)S(=O)(=O)N(Cc2ccccc2)[C@H](CO)C(C)C)cc1	u	x
CNc1ccccc(-c2ccc3cc4c(cc3n2)OCO4)c1=O	u	x
Cc1ccc(-c2cc(C(F)F)n3ncc(C(=O)NN4CCCCC4)c3n2)cc1	u	x
CCNc1nc(NCC)n2c(SCC(=O)O)nnc2n1	29.1µM*	-12.0*
CC(C)CC(=O)Nc1ccc(S(=O)(=O)N2CCCC2)cc1	u	x
Cc1ccc(N2C(=O)N(CC(=O)Nc3cccc([N+](=O)[O-])c3C)C(=O)C2C)cc1 (configuration not stated)	27.2%	x

3 entries drawn at random from the list so far:
SMILES	S3 lipid droplet	S3 lipid droplet cell count max
COc1ccc(CN([C@H](C)CO)S(=O)(=O)N(Cc2ccccc2)[C@H](CO)C(C)C)cc1	u	x
CCNc1nc(NCC)n2c(SCC(=O)O)nnc2n1	29.1µM*	-12.0*
C=C1CCC[C@]2(C)C[C@H]3OC(=O)C(CN(C)CC(OC)OC)[C@H]3CC12 (some centres not stated)	6.9%	5.7

The list goes on.
SMILES	S3 lipid droplet	S3 lipid droplet cell count max
CCC(C(=O)NC1CCCCC1)N(Cc1cccs1)C(=O)CCC(=O)Nc1cc(C)on1 (configuration not stated)	u	x
COc1ccccc1-c1sc2ccccc2c1-c1ccc2c(c1)OCO2	u	x
Cc1c(O)ccc(-c2n[nH]c(C(=O)O)c2-c2nc3ccccc3s2)c1O	2.2%	-5.6
Cc1ccc(-c2nn(C(C)(C)C)c3ncnc(N)c23)cc1	-11.9%	x
O=C(NC(=S)Nc1nc2ccccc2s1)c1cccs1	u	x
CCOc1ccccc1NCc1nnc(-c2ccccc2)o1	i	-20.7
COC(=O)CN1C(=O)COc2ccc(Cl)cc21	u	x
O=C(NCc1ccco1)C1CCN(c2nc3ccccc3n2Cc2ccccc2F)CC1	u	x
O=C(CSc1nc(=O)n2ccccc2n1)NCc1ccc2c(c1)OCO2	-20.0%[0.0737 µM]	23.9
CCC(C)C(=O)Nc1nnc(SCC(=O)NC2CCCC2)s1 (configuration not stated)	u	x
CC(=O)C(/C=N/c1ncc(C(F)(F)F)cc1Cl)=C(\C)O	u	x
C=C(C)CNC(=S)N/N=C(\C)c1cccc(NC(C)=O)c1	6.7%	-1.2
COc1ccc(CC(=O)N(C)Cc2cccc(OC)c2OC)cc1S(=O)(=O)N1CCOCC1	u	x
COc1ccc(/C=C(/NC(C)=O)C(=O)O)cc1	u	x
COc1ccc(C(=O)CSc2nnc(CC(=O)Nc3ccccc3OC)n2C)cc1	-8.1%	4.1
O=C(C1CCN(C2CCN(C/C=C/c3ccccc3)CC2)CC1)N1CCOCC1	0.7%	7.2
COc1ccc(CNC(=O)N2CCc3ccccc3C2)cc1	u	x
Cc1ccc(C)c(NC(=S)N(CCc2ccncc2)C(C)C)c1	-22.7%	7.1
O=C(O)c1ccc2c(c1)C(=O)N(Cc1ccco1)C2=O	u	x
O=C(Cn1c(=O)[nH]c2ccsc2c1=O)NC1CCCCC1	-0.9%	-16.0
Cc1ccc2nc(C)c(C(=O)NN=C3CCCCCC3)n2c1	-2.8%	-0.1
O=C(CSc1cccc[n+]1[O-])N1CCc2ccccc21	u	x
CCCN1CCN(C(=O)c2cccc3c2C(=O)N(CCOC)C3)CC1	u	x
CN1C(=O)CC(N2CCN(c3ccc(Cl)cc3)CC2)C1=O (configuration not stated)	2.4%	5.6
O=C(N/N=C/c1ccc2c(c1)OCO2)c1sc2cc(Cl)ccc2c1Cl	u	x
Cc1ccc(NC(=O)COC(=O)c2nn(C)cc2Cl)cc1	u	x
CCCCc1c(C)nc(Nc2ccc(OC)cc2)[nH]c1=O	10.7%	15.1
COCCNC(=O)C(C)Oc1ccccc1 (configuration not stated)	20.9%	20.2
COc1ccc(-c2nc(N3CCC(C)CC3)[nH]c(=O)c2C#N)cc1	u	x
O=C(NCCO)C1COc2ccccc2O1 (configuration not stated)	11.1%	14.8
CSc1ncc(Cl)c(C(=O)Nc2sc3c(c2C(=O)NCc2ccco2)CCCC3)n1	u	x
COc1ccc(COCC(O)CN2CCN(S(=O)(=O)c3ccc(C(C)C)cc3)CC2)cc1 (configuration not stated)	u	x
COc1c2ccoc2nc2c(OC)cccc12	u	x
Cc1ccc([N+](=O)[O-])c(OCCN2CCNCC2)c1	1.9%	14.2
Cc1cc(C)c2nc(NC(=O)C3CCCO3)sc2c1 (configuration not stated)	u	x
Cn1c(SCc2nc(-c3ccccc3)no2)nnc1-c1ccco1	6.9%	-1.3
Cc1ccccc1Nc1nc(-c2ccccc2)c(C(=O)Nc2cccnc2)s1	3.0%	10.5
COc1ccc(NC(=O)Cn2c(C)csc2=O)c(OC)c1	u	x
COc1cccc(C(c2c(O)nc(SC)n(C)c2=O)c2c(O)nc(SC)n(C)c2=O)c1	u	x
COc1ccc(-c2csc(NC(=O)CN3C(=O)C4CC=CCC4C3=O)n2)cc1 (configuration not stated)	u	x
COc1ccc(OC)c(-c2cc(C(=O)Nc3cc(C)n(Cc4ccc(Cl)cc4)n3)no2)c1	u	x
COC(=O)Cc1cc(=O)oc2cc(O)ccc12	u	x
C/C(=N\NC(=O)c1cccc([N+](=O)[O-])c1)c1cccc(NC(=O)C2CC2)c1	11.2%	-1.9
Cc1nn(C)c(C)c1NC(=O)Nc1cccc(C(F)(F)F)c1	u	x
O=C(CSc1nc2ccccc2s1)NCc1cc([N+](=O)[O-])ccc1O	i	0.6
Cc1ccc2c(c1)NC(=O)C(CC(=O)NCc1cccnc1)O2 (configuration not stated)	-1.3%	-3.9
COc1cccc(NC(=O)Nc2nnc(N3C(C)CCCC3C)s2)c1 (configuration not stated)	19.4%	-10.0
c1ccc2c(c1)nc(N1CCOCC1)c1ccccc12	u	x
CCCc1cc(=O)[nH]c(SCC(=O)N2CCCc3ccccc32)n1	12.8%	-8.5
N#CC(C#N)=Cc1c(N2CCN(c3ccccc3)CC2)nc2ccccn2c1=O	15.2%	4.1
CCOc1cc(C(=O)NN=C2CCCC2)cc(OCC)c1OCC	u	x
CN1C(=O)S/C(=C/c2ccc(OCc3cccc(C(=O)O)c3)cc2)C1=O	u	x
Nn1c(SCC(=O)NCCCc2ccccc2)nnc1-c1cccnc1	u	x
Cc1ccc(COc2ccc3c(c2)OCO3)cc1	u	x
CC(C)(C)c1ccc(C(=O)/C=C2\NC(=O)CS2)cc1	-29.0%	-29.1
COC(=O)c1cc(OC)c(OC)cc1NC(=O)c1cccc(OC)c1OC	u	x
COc1ccccc1CN1CC(C(=O)N(C)CCCn2nc(C)cc2C)CCC1=O (configuration not stated)	-9.5%	7.6
Cc1c(OCc2ccccc2)c(=O)ccn1Cc1ccc(F)cc1	u	x
O=C(CC1C(=O)NC2CCCCC2N1C(=O)c1ccc([N+](=O)[O-])cc1)Nc1ccccc1 (configuration not stated)	u	x
COc1cc(CNCCCN2CCOCC2)cc(Cl)c1OCC(=O)NC(C)(C)C	-1.5%	11.6

The results go on:
SMILES	S3 lipid droplet	S3 lipid droplet cell count max
CCc1ccc(NC2=CC(=O)C(=O)c3ccccc32)cc1	u	x
CCc1cc(=O)n2[nH]c(-c3ccccc3)c(-c3ccccc3)c2n1	1.9%	-25.5
CC(=O)N[C@@H]1c2c(ccc3ccccc23)OC[C@@H]1COC(C)=O	u	x
CC1(C)OC(=CC=Nc2ccc(Cl)cc2)OC1(C)C	u	x
CCN(CC(=O)Nc1c(F)cccc1F)C(=O)c1ccc(N2CCOCC2)c([N+](=O)[O-])c1	i	-15.9
O=C(COc1ccc(Cl)cc1Br)NC(=O)NCc1ccccc1	-8.7%	-15.9
O=C(NCCC1=CCCCC1)c1ccc(Cl)cc1	9.0%	-8.3
CCO[C@H]1OC(C(=O)O)=C[C@@H](c2csc3ccccc23)[C@@H]1CCCO	-4.7%	0.2
COc1cc(C(C(=O)NC2CCCC2)N(C(=O)c2snc(C(N)=O)c2N)c2ccccc2)cc(OC)c1OC (configuration not stated)	u	x
COc1ccc(-c2csc(NC(=O)CN3C(=O)CCC3=O)n2)cc1	3.4%	-24.6
O=C(COc1ccc(/C=C2/NC(=O)NC2=O)cc1)Nc1ccc(F)cc1	u	x
Cn1cc(CNC(=O)CC2C(=O)NCCN2CC(C)(C)C)cn1 (configuration not stated)	0.3%	9.3

Structural class: the entries above with a thiophene ring, fused or not
SMILES	S3 lipid droplet	S3 lipid droplet cell count max
COc1ccc(O)c(-c2cn[nH]c2-c2cccs2)c1	i	-22.8
CCC(C(=O)NC1CCCCC1)N(Cc1cccs1)C(=O)CCC(=O)Nc1cc(C)on1 (configuration not stated)	u	x
COc1ccccc1-c1sc2ccccc2c1-c1ccc2c(c1)OCO2	u	x
O=C(NC(=S)Nc1nc2ccccc2s1)c1cccs1	u	x
O=C(Cn1c(=O)[nH]c2ccsc2c1=O)NC1CCCCC1	-0.9%	-16.0
O=C(N/N=C/c1ccc2c(c1)OCO2)c1sc2cc(Cl)ccc2c1Cl	u	x
CSc1ncc(Cl)c(C(=O)Nc2sc3c(c2C(=O)NCc2ccco2)CCCC3)n1	u	x
CCO[C@H]1OC(C(=O)O)=C[C@@H](c2csc3ccccc23)[C@@H]1CCCO	-4.7%	0.2

Source: PubChem BioAssay

An excerpt. The share of hits here may be higher or lower than overall.
